mcGAS lum: blocks mouse cGAS activity; 160,000 compounds, 0.15% hits; inhibition, % at 12.5 µM; recombinant cGAS, Kinase-Glo ATP depletion luminescence;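 further: 0% = negative control wells and 100% = reference inhibitor with no enzyme activity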
NPYLR7 ag: mosquito NPYLR7 agonism; activation, % at 10 µM; 270,000 compounds, 0.15% hits; HEK293T NPYLR7/Galpha15, GCaMP6s calcium fluorescence; AID 1259423; in the data active means activation above about 40%;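 further: 0% = vehicle and 100% = reference agonist at the receptor; some compounds past the cut are filed as inactive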
hcGAS inh: inhibitors of human cGAS | Q8N884 | recombinant h-cGAS, ATP depletion, Kinase-Glo luminescence | inhibition, % at 12.5 µM | 290,000 compounds, 0.081% hits | AID 1259398;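 further: 0% = vehicle reaction and 100% = reaction without DNA for no activity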
Target sequence (Q8N884 whole entry, looked up): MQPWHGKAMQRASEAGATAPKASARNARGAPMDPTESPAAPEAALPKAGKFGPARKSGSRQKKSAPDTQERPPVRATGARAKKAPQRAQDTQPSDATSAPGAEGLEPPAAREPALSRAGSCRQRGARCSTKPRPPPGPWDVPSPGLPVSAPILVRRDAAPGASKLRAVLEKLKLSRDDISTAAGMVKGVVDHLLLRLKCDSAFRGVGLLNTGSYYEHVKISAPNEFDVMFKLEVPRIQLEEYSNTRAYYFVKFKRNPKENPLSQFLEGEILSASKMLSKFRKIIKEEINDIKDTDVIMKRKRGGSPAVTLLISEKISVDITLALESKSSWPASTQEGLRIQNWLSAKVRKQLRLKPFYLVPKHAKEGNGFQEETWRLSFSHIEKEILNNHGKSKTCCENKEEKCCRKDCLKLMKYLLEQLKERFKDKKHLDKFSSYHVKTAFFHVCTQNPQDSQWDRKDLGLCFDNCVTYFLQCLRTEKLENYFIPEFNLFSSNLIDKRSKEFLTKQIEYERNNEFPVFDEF
Starred values were filed as active, the others as inactive; x = no result given; & = joins results of further samples. Unless noted, no stated cut-off is given here; in the data, active means inhibition above about 40%; inactive means the rest.

SMILES | mcGAS lum | NPYLR7 ag | hcGAS inh
CC(C)CN1C(c2ccoc2)=NS(=O)(=O)c2cc(NC(=O)c3ccco3)ccc21 | 0.6 | x | -1.1
N#Cc1c(F)cccc1N1CCCC1CN1CCCC1CO (stereo not drawn) | x | 2.5 | -8.7
O=C(O)CSc1c[nH]c2ccccc12 | x | 1.1 | -8.7
CC(C)CC(C)(CNC(=O)c1cnccn1)NC(=O)c1cnccn1 (stereo not drawn) | x | 0.0 | 2.8
COc1cccc(Cn2cccc2CN(Cc2ccccc2)C(=O)CN(CC(C)C)C(=O)Nc2ccc(Cl)cc2)c1 | -3.1 | -3.5 | -3.4
CN(C)CCCN(C(=O)CCSc1ccccc1)c1nc2cc3c(cc2s1)OCO3 | -1.6 | 3.4 | -4.0
COCc1cc(N2CCN(Cc3ccccc3)CC2)nc(SCc2ccc(C(=O)NC3CC3)cc2)n1 | -7.2 | -8.0 | -1.9
COc1ccc(-c2noc(COc3cc(Cl)ccc3Cl)n2)c(OC)c1 | x | 0.3 | -4.1
N#Cc1c(N=Cc2cc(Br)ccc2O)sc2c1CCC2 | x | -0.4 | -5.6
Cc1[nH]n(C(N)=S)c(=O)c1C(c1ccccc1)C(C#N)C#N (stereo not drawn) | x | -4.3 | 2.6
Cc1nc(C)c(CN2CC[C@@H](N3CCN(c4ccccn4)CC3)[C@H](O)C2)nc1C | x | 9.1 | 0.3
CC12CC3CC(Br)(C1)CC(C(=O)O)(C3)C2 (stereo not drawn) | x | 5.7 | -1.8
CC1(C(=O)NS(=O)(=O)c2ccccc2)CCN1C(=O)C/C=C/c1ccccc1 (stereo not drawn) | x | 1.4 | -11.0
COc1ccc(C(=O)N2CCN(C(c3ccccc3)c3ccc(Br)cc3)CC2)c(OC)c1 (stereo not drawn) | -6.3 | 16.7 | -10.2
OC1CN(Cc2ccc(F)cc2)CCN(Cc2ccc(F)cc2)C1 | x | 2.9 | -6.7
COC(=O)c1ccc(NC(=O)c2cnc3onc(C(C)C)c3c2)s1 | x | 4.6 | -2.6
CCN(CC)C(=O)CSCC(=O)Nc1ccc(OC(F)F)cc1 | x | 17.2 | -15.1
CN1CCN(c2ncccc2CNC(=O)c2cnnn2-c2ccccc2)CC1 | 1.7 | 7.7 | 0.6
CCc1cccc(NC(=O)N(CC(=O)N(Cc2ccc3c(c2)OCO3)Cc2cccs2)C2CC2)c1 | -0.7 | -4.3 | -0.5
C=C(C)Cn1c(=O)c2c(nc3n2CCN3c2ccc(Cl)cc2)n(C)c1=O | -6.1 | x | -2.9
O=C(Nc1nc(-c2nc3ccccc3s2)cs1)c1ccc([N+](=O)[O-])o1 | 8.7 | 9.6 | -1.5
CC(c1ccon1)N(C)Cc1cn(C)nc1-c1ccc2c(c1)OCCO2 (stereo not drawn) | -2.1 | -1.5 | 3.3
O=C(N=c1sccn1Cc1ccccc1C(=O)NC1CC1)c1ccccc1F | -4.0 | x | -3.5
CCOc1ccc2nc(CN3CCOC(CN)C3)ccc2c1 (stereo not drawn) | x | 12.0 | -5.0
O=C(O)C1COC2(CCN(C(=O)c3ccco3)CC2)N1C(=O)c1ccc(F)cc1 (stereo not drawn) | -5.1 | 9.0 | -4.2
COc1cc(/C=C2\C(=O)NC(=S)N(c3ccc(Cl)cc3)C2=O)ccc1OCC(=O)O | 4.2 | -5.7 | -4.2
Cc1c2c(n3c(nc4ccccc43)c1C#N)N(CCN(C)C)CC2 | x | 8.0 | 1.7
CNC(=O)[C@@H]1C[C@@H](N)CN1Cc1cn[nH]c1-c1cc(C)ccc1C | x | 7.0 | -2.9
Cc1ccccc1OCC1c2ccsc2CCN1C(=O)CN(CC(C)C)C(=O)NC(C)(C)C (stereo not drawn) | -4.5 | -2.4 | -4.6
COc1cccc(C(=O)N2CCOC(COCc3ccccc3F)C2)c1C (stereo not drawn) | -4.4 | 12.5 | -3.1
Cc1ccc(-n2nnnc2CNC(=O)C(c2ccccc2)c2ccccc2)cc1 | -0.1 | -6.3 | 4.4
S=c1n(CN2CCCC2c2ccccc2)cc2ccccn12 (stereo not drawn) | x | 12.6 | 54.9*
CCOc1ccc(-n2c(=O)c3ccc(Cl)cc3n(CC(=O)NCc3cccc(C(F)(F)F)c3)c2=O)cc1 | -3.6 | 15.4 | -4.1
Cc1ccc(C(=O)Nc2ccc(Nc3ccc(-n4cccn4)nn3)cc2)cc1C | -9.4 | -5.2 | -6.1
O=C(C1CCCN1CC1CCCCO1)N1CCOCC1 (stereo not drawn) | x | 10.8 | -12.5
Oc1c(C(c2ccncc2)N2CCOCC2)cc(Cl)c2cccnc12 (stereo not drawn) | x | 11.5&2.4 | 0.7&-5.2
CCC(=O)Nc1nnc(SCc2cc(=O)c(OC(=O)c3cc4ccccc4o3)co2)s1 | -6.3 | 2.6 | -5.7
COC(=O)C1=C(C)N(C)C(C)=C(C(=O)OC)C1c1cc([N+](=O)[O-])ccc1Cl | -6.2 | -7.4 | -1.0
Cc1ccc(C)n1C1CCN(S(=O)(=O)N(C)C)CC1 | -6.7 | -1.5 | -6.4
CCc1nc(C)c2c(C)c(C(=O)Nc3ccccc3C(=O)NC(C)CC)sc2n1 (stereo not drawn) | x | 3.4 | -8.4
CCOc1ccc(-c2cc3c(=O)n(CC(=O)NCc4ccc(C)cc4)ccn3n2)cc1 | -8.0 | 4.6 | -6.8
CCOC(=O)CCC(=O)N(CCOC)CC(=O)N1CC(=O)N(c2ccc(Cl)cc2)C1 | -5.3 | 16.3 | -8.8
CC1=C(C(=O)Nc2cc(Cl)ccc2C)C(c2cccs2)NC(=O)N1 (stereo not drawn) | -0.2 | -1.4 | -1.3
COc1cccc(Cc2nsc(N3CCC(C(=O)N4CCN(c5cccc(C(F)(F)F)c5)CC4)CC3)n2)c1 | -7.2 | -8.3 | -16.7
Cc1nc2c(c(N3CCC(Oc4ccccc4C)CC3)n1)CNC2 | x | -2.1 | -0.3
O=C1COc2ccc(C(=O)C=Cc3ccc4ccccc4c3)cc2N1 | x | 0.9 | -2.1
CC(=O)N1Cc2ccccc2CC1C(=O)N1CCN(c2ccccc2)CC1 (stereo not drawn) | x | 7.3 | -5.3
N#CSc1ccc(N2CCOCC2)cc1 | x | -10.0 | -1.7
CCc1ccc(N2CCN(Cc3ccc(OC)cc3)C(C)C2=O)cc1 (stereo not drawn) | -4.7 | 0.5 | -2.4
COc1ccc2c(CN(C)C(C)c3nc(C)sc3C)[nH]nc2c1 (stereo not drawn) | -15.7 | -2.5 | -1.9
OC1CCN(c2ccnc(-c3cc4ccccc4o3)n2)C1 (stereo not drawn) | x | 10.7 | -3.2
O=C1c2ccccc2C(=O)N1CNc1ccc(Cc2ccncc2)cc1 | -4.7 | 1.7 | -9.5
CCc1nc2ccc(C(=O)NCCN3CCNC3=O)cn2c1N(CC)C(=O)CCC1CCCC1 | -6.0 | 14.5 | -5.0
N#CC(c1ccccc1)N(CCCCl)C(=O)c1ccc(Br)o1 (stereo not drawn) | x | 6.4 | -8.8
CCCCC[n+]1cccc(C(=O)N2c3c(nc(NC(=O)C(C)C)[nH]c3=O)NC(C)C2C)c1 (stereo not drawn) | x | -11.8 | 8.0
O=[N+]([O-])c1ccc(C=Nn2cnnc2SCc2ccccc2)cc1 | -6.1 | -1.8 | -10.5
CC(C)c1cc(-c2ccc(O)cc2)nc(C(F)(F)F)n1 | x | 14.1 | -4.0
O=c1oc2ccccc2c2c1nnn2CCCN1CCOCC1 | x | 17.1 | -10.7
C#C[C@]1(O)CC[C@H]2[C@@H]3CCc4cc(O)ccc4[C@H]3CC[C@@]21C | x | -12.6 | -5.0
CCC(CC)C(=O)N(C)c1c(C)nc2ccc(C(=O)Nc3ccc(C(N)=O)cc3)cn12 | -1.6 | 0.9 | -1.5

Compound profiles, as listed above:
N#CC(c1ccccc1)N(CCCCl)C(=O)c1ccc(Br)o1 (stereo not drawn) in the list: mcGAS lum = x; NPYLR7 ag = 6.4; hcGAS inh = -8.8
CCc1ccc(N2CCN(Cc3ccc(OC)cc3)C(C)C2=O)cc1 (stereo not drawn) in the list: mcGAS lum = -4.7; NPYLR7 ag = 0.5; hcGAS inh = -2.4

Further entries
SMILES | mcGAS lum | NPYLR7 ag | hcGAS inh
N#CCc1nc2ncc(Br)cc2[nH]1 | 8.6 | -4.5 | 8.8
CC(=O)c1ccc(N2CCN(C(=O)C3CCCCC3C(=O)N3CCC(C#N)(c4ccccc4)CC3)CC2)cc1 (stereo not drawn) | -5.7 | -2.2 | -3.6
COc1ccnc(N2CCN(C(=O)NCc3c(C)cccc3F)CC2)c1 | x | -31.7 | 5.3
CC(NC(=O)c1ccc2c(c1)NC(=O)CS2)c1ccco1 (stereo not drawn) | -8.2 | 2.5 | -7.5
O=C(NCCc1cnc2ccccn12)c1ccccc1C1CCNC1 (stereo not drawn) | -9.4 | 5.2 | -6.4
O=C1NCC2CN(Cc3ccc(Cl)cc3)CCN2C1=O (stereo not drawn) | x | -6.5 | -1.8
Cc1ccc(C(=O)Nc2c(-c3ccccc3)nc3ccccn23)cc1 | -7.7 | -7.2 | -7.2
CCCCCc1ccc(C(=O)Nc2ccc(N3CCCC3)c(C(=O)NCCCN(C)C)c2)cc1 | 1.2 | -13.4 | 13.6
COc1ccc(/C=C/CN2CCN(Cc3cccs3)C(CCO)C2)cc1 (stereo not drawn) | x | 2.7 | -6.9
Cn1nnc2c(NC3CCCCC3)ncnc21 | x | 2.3 | 2.4
CCc1nc2c(OCCOc3ccccc3)cccn2c1N(C)C(=O)c1ccc(OC)cc1 | 1.8 | -12.0 | 1.4
COC(=O)c1c(NC(=O)c2c(-c3ccccc3Cl)noc2C)sc2c1CCC(C(C)(C)C)C2 (stereo not drawn) | x | -3.8 | -4.0
Cc1cc(C)nc(Sc2ccc(C=C(C#N)C#N)o2)n1 | x | 2.9 | -4.0
CCCCOc1ccc(C(=O)Nc2ccc(C3SCC(=O)N3c3ccc(CC)cc3)cc2)cc1 (stereo not drawn) | -7.5 | 5.3 | -2.7
CC(=O)c1cccc2c1OC(C)C(=O)N2Cc1ccc(Cl)cc1 (stereo not drawn) | x | 5.1 | -0.9
CCc1nc2ccc(C(=O)NCCCn3ccnc3)cn2c1N(CC)CC(=O)N(C)C | -5.1 | 19.5 | -6.6
Cc1ccccc1NC(=O)CSc1nc(=O)n(CCCN2CCOCC2)c2c1CCCC2 | -8.2 | -1.4 | -11.9
Cc1cccc(N=c2scc(-c3ccccc3)n2N2CCOCC2)c1C | x | 0.1 | -2.8
C=CCN(CC=C)C(=O)CN1CCCC(c2cc(=O)[nH]c(C)n2)C1 (stereo not drawn) | -10.4 | 9.6 | -6.3
CCc1ccccc1NC(=O)c1nnn(Cc2nc(-c3ccccc3C)oc2C)c1C | -9.2 | 8.0 | -7.6
Cc1noc(C)c1NC(=O)N1CCOC(c2ccc(Cl)c(Cl)c2)C1 (stereo not drawn) | -14.2 | x | -6.2
COc1ccc(Cl)c(CN2CCN(c3ncc(F)cn3)CC2)c1F | -9.1 | 10.9 | 0.8
Cc1ccccc1-n1nnc(-c2nnc(-c3ccco3)o2)c1C | -7.3 | 2.0 | -10.7
CC(Cc1cccs1)NC(=O)c1cccc(OC2CCN(S(C)(=O)=O)CC2)c1 (stereo not drawn) | x | 8.0 | -2.6

Exported with values under each structure: entries from further up.
Second line of a record: mcGAS lum | NPYLR7 ag | hcGAS inh
CCCCOc1ccc(C(=O)Nc2ccc(C3SCC(=O)N3c3ccc(CC)cc3)cc2)cc1 (stereo not drawn)
  -7.5 | 5.3 | -2.7
CC(=O)c1cccc2c1OC(C)C(=O)N2Cc1ccc(Cl)cc1 (stereo not drawn)
  x | 5.1 | -0.9
CCc1nc2ccc(C(=O)NCCCn3ccnc3)cn2c1N(CC)CC(=O)N(C)C
  -5.1 | 19.5 | -6.6
Cc1ccccc1NC(=O)CSc1nc(=O)n(CCCN2CCOCC2)c2c1CCCC2
  -8.2 | -1.4 | -11.9
Cc1cccc(N=c2scc(-c3ccccc3)n2N2CCOCC2)c1C
  x | 0.1 | -2.8

The list goes on:
SMILES | mcGAS lum | NPYLR7 ag | hcGAS inh
CC(=NOCc1nc2c3c4c(sc3ncn2n1)C(C)(C)NC(C)(C)C4)c1ccc(C)cc1 | x | 3.4 | -2.5
O=C(COc1ccc2c(c1)OCO2)Nc1cccc(C(=O)NC2CC2)c1 | 0.9 | 4.1 | 0.9
C#Cc1cccc(N(CC)C(=O)c2ccc(CNS(C)(=O)=O)o2)c1 | x | -6.3 | -4.3
COC(=O)C(C)Sc1nnc(CNC(=O)c2ccc(F)cc2)o1 (stereo not drawn) | -6.8 | 1.8 | -5.2
CCCN(CCC)CC(O)CN1C(=O)NC(C)(C)C1=O (stereo not drawn) | x | 0.2 | -11.0
O=C(c1cc(-c2ccc(O)cc2)n[nH]1)N1CC(c2ccncc2)C1 | x | 0.2 | -3.4
CC(=O)NCCNC(=O)C1(C)Cc2c(-c3ccc(C(N)=O)cc3)ccnc2O1 (stereo not drawn) | -7.8 | -0.1 | -9.2
O=C(Nc1cccnc1)c1cnn2c(C(F)(F)F)cc(-c3ccco3)nc12 | -5.9 | -1.0 | -0.2
N#Cc1ncn(CC(=O)NCCc2cccc(Cl)c2)n1 | x | 0.7 | -10.8
O=C(NCC1CCCO1)[C@@]1(OCc2ccccc2F)CC(OCc2cccc(OC(F)(F)F)c2)[C@H](O)[C@H](O)C1 (stereo partly drawn) | -6.7 | 3.9 | 6.1
COC(=O)C1=C(C)NC(=S)NC1c1cccc([N+](=O)[O-])c1 (stereo not drawn) | x | -7.8 | 6.0
CC(C)c1nc(CCN(C)C(=O)c2cc(=O)c3ccccc3o2)no1 | x | 7.8 | -1.0
CCOC(=O)CNC(=O)CCc1ccc(-c2ccc(F)cc2)n1-c1ccc(NC(C)=O)cc1 | -9.5 | 2.7 | -7.7
CCN(CC)C(=O)Oc1ccc2c(ccn2Cc2ccc(Cl)cc2)c1NC(=O)c1ccc(C(F)(F)F)c(F)c1 | -6.8 | 1.7 | -6.4
CCC(C(=O)NCCn1ncc2c(N3CCCC3)nc(SC)nc21)c1ccccc1 (stereo not drawn) | -6.1 | x | -2.7
